D2 antag: antagonists of human D2 dopamine receptor; inhibition, % at 10 µM; AID 485344; 340,000 tested, 2% active; HEK293 TREx D2 cells, calcium flux, dopamine EC80; P14416; in the data active = inhibition above about 30%; also: 0% is about no effect
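Tetracycline-induced HEK293 TREx cells expressing D2 receptor forced-coupled to calcium signalling, loaded with no-wash calcium dye. Compounds added and calcium flux read 180 s, then dopamine added at EC80 and read a further 180 s.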
D1 agonist: agonists of human D1 dopamine receptor. P21728. HEK293 T-REx D1 cells, calcium flux, agonist mode. activation, % at 2 µM. 360,000 tested, 1% active; in the data active = activation above about 30%; also: 0% is about no effect
Target sequence (P21728 whole entry, looked up): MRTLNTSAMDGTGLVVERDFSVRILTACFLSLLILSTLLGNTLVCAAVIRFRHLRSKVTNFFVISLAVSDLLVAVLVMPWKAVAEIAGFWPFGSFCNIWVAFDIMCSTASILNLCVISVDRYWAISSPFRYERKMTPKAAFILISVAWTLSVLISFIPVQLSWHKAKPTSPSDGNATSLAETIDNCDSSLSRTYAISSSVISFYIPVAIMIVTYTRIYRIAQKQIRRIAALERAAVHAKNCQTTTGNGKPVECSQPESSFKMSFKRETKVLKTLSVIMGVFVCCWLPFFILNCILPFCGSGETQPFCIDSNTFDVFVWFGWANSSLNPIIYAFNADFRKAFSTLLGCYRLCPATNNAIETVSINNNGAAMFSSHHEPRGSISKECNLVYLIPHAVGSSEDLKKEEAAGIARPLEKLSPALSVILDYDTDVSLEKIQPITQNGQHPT
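Inducible HEK293 T-REx D1 cells, force-coupled to calcium signalling, were plated at 4000 cells/well with tetracycline and held overnight at 30 C. After no-wash calcium dye loading, compound-evoked calcium rise over 180 s flagged agonists.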
TRHR PAM: TRH receptor (human) allosteric enhancement | enhancement, % at 2 µM | AID 493056 | 360,000 tested, 0.66% active | TRHR cells, fluo-8 calcium fluorescence, EC20 TRH enhancement; in the data active = enhancement above about 30%; also: 0% is about no effect
Target sequence (P34981 whole entry, looked up): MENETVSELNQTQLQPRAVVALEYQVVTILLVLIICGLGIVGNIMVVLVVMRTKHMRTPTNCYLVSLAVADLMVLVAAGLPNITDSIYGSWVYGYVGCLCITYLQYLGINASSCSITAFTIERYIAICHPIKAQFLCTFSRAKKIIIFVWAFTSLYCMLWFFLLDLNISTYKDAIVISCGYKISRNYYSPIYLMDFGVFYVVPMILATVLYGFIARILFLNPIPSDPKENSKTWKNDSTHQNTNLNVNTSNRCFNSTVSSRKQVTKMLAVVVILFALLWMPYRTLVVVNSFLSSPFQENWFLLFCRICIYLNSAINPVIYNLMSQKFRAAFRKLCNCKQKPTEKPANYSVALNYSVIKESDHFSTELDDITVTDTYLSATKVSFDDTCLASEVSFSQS
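TRHR-expressing cells loaded with fluo-8 calcium dye were read kinetically (ex 480/em 530) during compound addition, then stimulated with an EC20 of TRH (10 nM final). Enhancement of the Gq-mediated intracellular calcium response was scored.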
D1 antag: human D1 dopamine receptor antagonism | P21728 | HEK293 TREx D1 cells, calcium flux, dopamine EC80; stronger effect = lower value | activity change, negative = inhibition, % at 10 µM | 360,000 tested, 3.2% active | AID 504652; in the data active = activity change below about -30%; also: % is scaled to controls: 0 for no effect and ±100 for the full control effect
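Cells carrying a force-coupled, tetracycline-inducible human D1 receptor report calcium flux. Each well gets a 10 s baseline, compound with 180 s monitoring, then an EC80 dopamine stimulus with a second 180 s kinetic read.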
RXFP1 ag: activates the human relaxin receptor RXFP1 | Q9HBX9 | HEK293T-RXFP1 cAMP TR-FRET, 30 min; response scale: percent of porcine relaxin response, buffer zero | Potency, µM (highest dose often 57.5 µM), inactives show at the top dose activation, most hits filed as activators | 370,000 tested, 0.3% active | AID 2676; active = well fitted activation curve with a large enough effect; inconclusive = small, poorly fitted or top-dose-only effect; also: potency is read from the fitted curve at half-maximal effect; % is scaled to controls: 0 for no effect and ±100 for the full control effect; nearly all actives have a fitted effect of over 60% in size; many of its hits are not listed in these tables
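HEK293 cells stably expressing RXFP1, treated 30 min at 37C with compounds plus PDE4 inhibitor Ro 20174; cAMP measured by HTRF TR-FRET. Normalized to buffer and 29 nM porcine relaxin; EC50 by Hill fit.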
D1 PAM: enhances dopamine response at the human D1 receptor. HEK293 TREx D1 cells, calcium flux, dopamine EC20 potentiation. potentiation, % at 10 µM. 360,000 tested, 0.036% active; in the data active = potentiation above about 30%; also: 0% is about no effect
D2 potentiator: positively modulates the human D2 dopamine receptor allosterically. 340,000 tested, 0.34% active. potentiation, % at 10 µM. HEK293 T-REx D2, calcium flux, EC20 dopamine potentiation;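 active = potentiation over 3 SD above the plate norm, cut at about 30% in these data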; also: 0% is about no effect
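Tetracycline-induced HEK293 T-REx cells force-coupled to calcium signalling expressed D2; compounds were pin-added after a 10 s baseline, read kinetically 180 s, then an EC20 dopamine challenge followed with a further 180 s calcium read.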
RXFP1 antag: blocks the human relaxin receptor RXFP1 | activity change, negative = inhibition, % at 57.5 µM | 350,000 tested, 0.59% active | AID 1259400 | HEK293-RXFP1, relaxin-stimulated cAMP HTRF, 30 min; stronger effect = lower value;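 active = activity change of -60% or lower, but not beyond a set lower limit; inconclusive = change between -60% and -40%, or beyond the set limit; inactive = change above -40%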; also: % is scaled to controls: 0 for no effect and ±100 for the full control effect
D2 ag: D2 dopamine receptor (human) agonism. P14416. HEK293 T-REx D2 cells, calcium flux agonist mode. activation, % at 2 µM. AID 485358. 340,000 tested, 0.53% active;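 active = activation over 3 SD above normal in the single-dose calcium agonist read, cut at about 30% in these data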; also: 0% is about no effect
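HEK293 Trex D2 cells, tetracycline-induced, o/n 30 C 5% CO2; no-wash Ca dye, RT 30–90 min; 10-cycle baseline, 23 nl cpd added, kinetic Ca read 180 s; agonist hits = positive Ca response.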
* marks the source's active call; other numbers are inactive results; ? = inconclusive; / = not tested or not shown.

Values run as follows: D2 antag, D1 agonist, TRHR PAM, D1 antag, RXFP1 ag, D1 PAM, D2 potentiator, RXFP1 antag, D2 ag
COc1ccc(CN(C)c2ncnc3sccc23)c(OC)c1OC
  -20.0, 9.8, 13.9, -7.7, 0.8%, -5.8, 8.2, -2.8, 0.1
O=C(NC(=S)Nc1ccc(Cl)cn1)c1cc([N+](=O)[O-])ccc1N1CCOCC1
  -13.2, 1.4, -5.1, -5.3, 0.1%, -3.0, -1.3, -1.7, 0.4
O=C(COC(=O)c1ccc(Cl)nc1)Nc1cccnc1Cl
  -12.6, -1.2, -4.0, 7.4, 1.7%, -4.8, -3.8, 3.3, 0.3
Cn1c(=O)c2c(nc(N3CCCCC3)n2CCSc2nc3ccccc3s2)n(C)c1=O
  0.4, 1.5, -4.8, 1.7, 4.2%, 8.9, -18.7, 4.5, -0.7
O=C(COC(=O)c1ccc[nH]c1=O)Nc1cc(S(=O)(=O)N2CCCCC2)ccc1Cl
  -17.9, -0.1, -3.9, -0.9, 2.3%, -1.8, 11.1, -6.7, -0.3
CCOC(=O)C1CCN(C(=O)c2cc3c(C)cc(C)cc3[nH]2)CC1
  -3.4, -0.5, -0.6, 8.7, 1.5%, 1.9, 7.2, -1.3, -0.1
Cc1ccc(NC(=O)Cn2nc(C(F)(F)F)c3c2CCCC3)cc1
  /, 2.7, -2.1, -8.3, 1.9%, -3.2, 2.5, /, -0.2
O=C(OCC(=O)N1CCCc2ccccc21)c1ccc(Br)o1
  2.8, 3.2, -8.5, 11.2, 0.9%, 2.5, -11.3, -5.8, -0.3
COc1ccc2[nH]c(=O)c(CN(Cc3cccs3)Cc3nnnn3Cc3ccccc3)cc2c1
  -4.3, 4.1, 12.0, 8.6, 2.8%, 7.3, 6.9, -11.9, 0.3
Cc1ccc(C)c(NC(=S)N2CCC(NC(=O)c3cccc(F)c3)CC2)c1
  0.0, 0.0, -1.8, 1.1, -1.4%, -2.8, 17.4, -26.1, 0.1
Cc1cccc2cccnc12
  -11.3, 1.2, -1.1, /, -0.2%, 7.5, -7.5, /, 0.3
Nc1c(NCCN2CCCCC2)c2ccccc2oc1=O
  -8.5, 6.5, -0.6, -6.4, -3.5%, -1.4, 4.4, -2.7, -1.5
Cc1onc(-c2ccccc2Cl)c1C(=O)Nc1ccc(CN2CCCC2)cc1
  6.4, 1.8, -8.6, 2.4, 0.1%, -1.6, -0.4, -0.5, 0.9
Fc1ccccc1N1CCN(c2ncnc3onc(-c4cccc(Cl)c4)c23)CC1
  /, -1.6, 4.7, 13.2, -1.0%, 0.3, 8.0, /, 0.7
CCCn1c(CC)nc([N+](=O)[O-])c1Sc1ccc(C)cc1
  0.3, 0.5, -3.7, 4.3, 0.0%, -0.8, 11.2, -8.6, -0.3
COC(=O)C1=C(C)N(Cc2ccccc2)C(=O)N[C@H]1c1ccc(Br)cc1
  -15.1, 4.7, -4.3, 32.9, 0.8%, -5.2, 8.1, /, 0.7
Cc1nnsc1C(=O)NNS(=O)(=O)c1cc(C(F)(F)F)cc(C(F)(F)F)c1
  6.2, 1.7, -2.3, -0.5, 2.0%, -1.7, 0.5, -2.5, -1.6
CCO[C@@H]1OC(C(=O)O)=C[C@H](C)[C@H]1CCCO
  -5.3, -3.4, -4.3, 10.2, 0.0%, -3.5, 10.1, /, -0.2
COc1ccc(CN2CCCC(N3CCc4ccccc4C3)C2)c(O)c1 (stereo not drawn)
  -20.0, 4.0, 5.3, -0.6, 0.0%, -1.1, 4.5, 2.2, -0.3
CC(C)C(=O)Nc1nnc(SCC(=O)NC2CCCC2)s1
  3.5, -0.1, 1.8, 0.6, 4.1%, -1.5, -3.4, -11.6, -2.6
Cc1ccc(CNC(=O)c2cc3c(=O)n4ccccc4nc3n(Cc3ccco3)c2=N)cc1
  -0.5, 0.4, 0.9, 0.1, -0.2%, -4.6, -1.3, -3.9, -0.4
COc1ccc(S(=O)(=O)N2CN3CCN(C3)C2)cc1OC
  -6.7, -0.5, -9.8, -0.9, -1.0%, 2.0, -2.1, 14.0, 0.0
COc1ccc(CNC(=O)CN2C(=O)CCn3nc(-c4ccccc4)cc32)c(OC)c1
  /, 0.3, 12.6, 1.4, 0.1%, -0.4, -0.8, -0.1, 1.2
CN(C(=O)CSc1nncc2ccccc12)C1CCCCC1
  23.7, 0.5, 4.1, 7.6, 13.0%, -2.5, -1.1, -6.1, -0.4
Cn1cccc1-c1cc(C(=O)N/N=C/c2ccc(F)cc2)[nH]n1
  60.6*, -0.4, -4.4, 0.1, -1.8%, 0.6, /, -7.3, -2.8
O=C(CSc1nc(-c2ccccc2)nc2c1CCCC2)c1ccc(F)cc1
  /, 1.9, 1.4, 2.3, 16.8%, 2.6, 6.0, /, -0.3
O=C(NCCNS(=O)(=O)c1ccccc1)c1ccc([N+](=O)[O-])cc1
  28.1, 0.6, -4.3, 6.6, 3.2%, -5.5, -22.4, 3.8, 57.5*
CN1CCN(NC(=O)C23CC4CC(CC(C4)C2)C3)CC1
  11.3, 3.0, 21.7, -4.2, -2.1%, 12.2, 1.2, 0.3, 1.7
C/C(=N\OCC(=O)OCC(=O)Nc1cc(S(C)(=O)=O)ccc1Cl)c1ccc2c(c1)OCO2
  -2.1, 5.1, -7.5, -14.4, 2.3%, -0.5, 6.1, -4.6, -0.2
COc1ccc(CN2CC(C(=O)NCc3ccc4c(c3)OCO4)CC2=O)cc1 (stereo not drawn)
  6.6, 2.3, 2.3, 3.2, 0.7%, -3.1, -2.2, 4.6, 0.0
S=c1[nH]nc(-c2ccc(Cl)cc2)n1Cc1ccccc1
  10.1, -0.4, -0.8, -1.7, 1.0%, -2.8, -12.1, ?, -0.3
O=C(/C=C/c1ccccc1)NCC(=O)N/N=C/c1ccco1
  -17.2, 1.4, -1.6, 5.3, -0.2%, 2.2, 11.7, 4.6, -1.2
C/C(NCCN1CCOCC1)=C(\C#N)C(N)=O
  -4.5, -1.7, -0.8, -6.4, 0.8%, 4.8, 1.8, -10.2, 0.0
COC(=O)c1ccc(OS(=O)(=O)N(C)C)cc1
  7.1, 1.1, -1.1, -10.0, -0.2%, -5.2, -3.6, 5.6, 0.5
C=CCNc1nc(Cl)ncc1F
  3.2, 1.5, -1.9, -11.9, 1.6%, -0.9, 7.6, -8.0, 1.3
COCC(=O)N(Cc1cc2ccc(C)c(C)c2n2nnnc12)C1CCCC1
  7.6, 1.0, 6.9, -4.7, 4.7%, -3.0, 36.6*, 8.5, -0.1
COC(=O)CSc1nc2sc3c(c2c(=O)[nH]1)CCC3
  15.8, 0.2, -1.7, 11.0, -1.5%, -4.2, -4.2, -5.5, -0.6
Cc1sc(C2C(C#N)=C(N)N(c3ccc(Cl)cc3)C3=C2C(=O)CCC3)cc1CN1CCOCC1 (stereo not drawn)
  /, 2.2, -7.8, -1.7, 0.1%, -0.3, -0.5, 1.5, 0.8
Cc1nc2c(-c3ccc(F)cc3)cnn2c(N)c1-c1ccccc1
  -7.1, 1.8, 6.4, -14.6, 6.6%, -5.4, 4.4, -1.1, 1.6
O=C(Nc1ccc2oc(-c3ccccc3Cl)nc2c1)c1ncn[nH]1
  -10.4, 1.8, -4.1, 21.3, -0.5%, -0.9, 13.5, -2.3, 0.7
O=C(O)CC1(CC(=O)Nc2cc3ccccc3cn2)CCCCC1
  15.1, 0.7, 1.4, 7.9, 3.1%, -0.7, 14.6, -11.9, -0.1
Cn1c(=O)oc2cc(S(=O)(=O)NCc3ccc(C(=O)O)cc3)ccc21
  28.9, 18.6, 0.9, 0.5, 7.5%, -1.6, -5.3, -2.0, 1.9
O=C(c1ccc(-c2ccc([N+](=O)[O-])cc2Cl)o1)N1CCOCC1
  -8.5, 1.1, 3.1, -9.3, 8.2%, -3.5, 0.0, -1.7, 0.1
CCc1cc2c(=O)c(-c3nc(C)cs3)coc2cc1O
  -0.5, 3.5, -3.3, -1.4, 3.7%, 0.8, -14.5, -15.0, -1.1
COc1ccc2oc(=O)c(C(=O)NCc3ccco3)cc2c1
  2.7, 1.9, 0.1, -0.8, 4.1%, 0.5, -2.3, -10.5, -0.5
CCn1cc(C2=NC(CCSC)CO2)c2ccccc21 (stereo not drawn)
  2.7, 0.2, 0.8, 9.3, -0.3%, -11.9, -16.3, -7.2, 0.3
CC(C)N1CCc2c(sc(NC(=O)c3ccco3)c2C(N)=O)C1
  -6.6, 10.6, 2.2, -3.1, -0.9%, -0.7, 0.3, -3.8, 15.1
S=C(NCc1ccc(Cl)cc1)NCc1ccco1
  -6.9, 15.5, -0.9, -20.3, -0.5%, -2.5, -4.9, 3.9, -0.2
Cc1ccn2cc(CNS(=O)(=O)c3ccc4c(c3)OCCO4)nc2c1
  -18.1, 9.8, 4.7, 8.2, 0.6%, -8.1, 4.0, -1.6, 0.4
CCOC(=O)/C(=N\Nc1ccc(Cl)cc1)Sc1nnc(-c2ccc(OC)cc2)n1C
  11.3, 3.3, 3.7, -4.0, 0.7%, 6.0, 13.3, -0.1, 0.6
CCCCNC(=O)CSc1nc2ccccc2n1S(=O)(=O)c1ccc(Cl)cc1
  1.5, 6.1, -3.2, 1.5, 0.7%, 6.0, -10.5, 1.8, -1.3
Cc1ccc(C(=O)OCC(=O)N2CC(C)OC(C)C2)cc1 (stereo not drawn)
  -3.9, 2.7, -3.0, 1.3, -0.8%, -5.9, -0.5, -6.9, 0.8
OCCCc1n[nH]c(=S)n1-c1ccccc1
  -6.0, 2.5, 4.1, 5.1, -1.5%, -0.1, 0.3, 6.1, -0.1
COc1ccc2c(c1)c(=O)oc1cc3occ(C(C)(C)C)c3cc12
  -9.7, 0.1, -1.2, 6.8, 3.7%, 5.2, -6.8, -0.4, 0.6
Cc1cc(C)c(C#N)c(SCC(=O)Nc2ccccc2)n1
  -13.4, 3.6, 2.8, 3.3, 0.0%, 7.4, -4.6, 18.4, -0.2
O=C(Nc1ccc(Cl)cc1)OCc1cc(-c2ccccc2Cl)on1
  -9.0, 11.6, -5.0, -17.8, 7.3%, -8.0, -15.9, /, 1.1
Cc1ccc(NC(=O)CN(C)C(=O)CCCN2C(=O)c3ccccc3C2=O)cc1
  18.2, -0.3, -3.4, 10.4, 0.5%, 2.0, -1.7, 1.4, -0.4
CCN(c1ccccc1)S(=O)(=O)c1ccc(C(=O)NNC(=O)c2ccccc2F)cc1
  -11.2, 1.9, -0.3, -3.5, -0.4%, 2.8, 12.5, -6.9, -0.1

Two of these compounds, reformatted.
| structure | D2 antag | D1 agonist | TRHR PAM | D1 antag | RXFP1 ag | D1 PAM | D2 potentiator | RXFP1 antag | D2 ag |
| --- | --- | --- | --- | --- | --- | --- | --- | --- | --- |
| O=C(COC(=O)c1ccc(Cl)nc1)Nc1cccnc1Cl | -12.6 | -1.2 | -4.0 | 7.4 | 1.7% | -4.8 | -3.8 | 3.3 | 0.3 |
| Cn1c(=O)c2c(nc(N3CCCCC3)n2CCSc2nc3ccccc3s2)n(C)c1=O | 0.4 | 1.5 | -4.8 | 1.7 | 4.2% | 8.9 | -18.7 | 4.5 | -0.7 |

Only part of the results is shown; count on the stated rates, not on these rows.
